S1P4 agonist: agonists of human S1P4 receptor. AID 1509. O95977. S1P4-expressing cell line, agonist reporter assay. activation, % at 4.98 µM. 220,000 compounds, 0.35% hits; in the data active means activation above about 11%;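 further: 0% = DMSO vehicle and 100% = reference agonist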
NPY2 pot ag: potentiators or agonists of human neuropeptide Y receptor Y2. AID 1359. P49146. activation, % at 3.6 µM. cells expressing NPY-Y2, potentiator/agonist read-out. 220,000 compounds, 0.45% hits; in the data active means activation above about 27%;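 further: cells stimulated with NPY near EC25 plus isoproterenol at EC100; 0% = vehicle plus submaximal agonist and 100% = vehicle plus saturating agonist; some results beyond the cut were filed as inactive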
S1P4 antagonist: blocks the human S1P4 receptor. S1P4-expressing cells, antagonist mode, reporter read-out. inhibition, % at 4.98 µM. 220,000 compounds, 0.26% hits. AID 1510; in the data active means inhibition above about 29%;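 further: 0% = wells stimulated with agonist and 100% = vehicle wells without agonist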
NPY-Y1 PAM-ag: potentiators or agonists of human neuropeptide Y receptor Y1 | 220,000 compounds, 0.37% hits | P25929 | NPY-Y1 expressing cells, potentiator/agonist activation | AID 1304 | activation, % at 3.6 µM; in the data active means activation above about 33%, passing the limit was not always enough;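 further: cells stimulated with NPY at EC10 then isoproterenol at EC100; 0% = low agonist plus stimulus and 100% = saturating agonist plus stimulus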
EP2 modulator: modulators of human EP2 prostaglandin E2 receptor; EP2-expressing cells, cAMP HTRF FRET, PGE2 co-stimulation; induction, % at 25 µM; 260,000 compounds, 0.83% hits;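 active means compounds whose cAMP rise, as percent of the full-agonist control response, exceeds 60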;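 further: rat C6 glioma line stably carrying human EP2 under a CMV promoter; the protocol text gives 20 µM as final concentration; 100% = response of wells given 1 µM PGE2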
EP2 antag: blocks the human prostaglandin E2 receptor EP2; P43116; C6 glioma cells expressing human EP2, cAMP TR-FRET; cells stimulated with saturating PGE2; inhibition, % at 25 µM; 260,000 compounds, 0.52% hits; AID 1422;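 active means percent inhibition above 40 after rounding to a whole number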;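 further: rat C6 glioma host cells with rolipram phosphodiesterase inhibitor present; the protocol text gives 20 µM as final concentration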
NPY Y1 blocker: blocks the human neuropeptide Y Y1 receptor; 200,000 compounds, 1% hits; P25929; inhibition, % at 3.6 µM; HEK293-CNG Y1 cells, membrane potential fluorescence; NPY at EC95, then isoproterenol;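 active means inhibition above the campaign mean inhibition of all tested compounds plus 3 SD, cut at about 20% in these data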;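 further: 0% = DMSO wells given NPY plus isoproterenol and 100% = isoproterenol alone without NPY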
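Test system – HEK293 Y1/CNG channel cell line · Also added – NPY agonist 25 nM, then isoproterenol 1 µM plus Ro 20-1724 25 µM · Compound dosing – one concentration, 3.6 µM, in 0.4% DMSO · Schedule – compound incubation 1 h at room temperature, readout 45 min post-stimulation · Technique – fluorescence, membrane potential probe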
p97 inhibitor: blocks human p97 ATPase activity; recombinant p97 ATPase, Kinase-Glo ATP luminescence, 3 h; 220,000 compounds, 0.42% hits; P55072; inhibition, % at 8 µM; in the data active means inhibition above about 15%;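 further: 0% = DMSO vehicle and 100% = wells lacking enzyme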
eIF4E 4G PPI: blocks eIF4E binding to eIF4G. P63073+Q04637. TR-FRET eIF4E-eIF4GI(517-606) binding, 2 h. inhibition, % at 21.7 µM. 220,000 compounds, 0.37% hits. AID 782;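 active means inhibition above about 30%, limit read from the data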;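 further: 0% = full FRET control wells and 100% = background wells lacking eIF4GI fragment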
Target sequence (P63073 whole entry, looked up, the tested form may be a part): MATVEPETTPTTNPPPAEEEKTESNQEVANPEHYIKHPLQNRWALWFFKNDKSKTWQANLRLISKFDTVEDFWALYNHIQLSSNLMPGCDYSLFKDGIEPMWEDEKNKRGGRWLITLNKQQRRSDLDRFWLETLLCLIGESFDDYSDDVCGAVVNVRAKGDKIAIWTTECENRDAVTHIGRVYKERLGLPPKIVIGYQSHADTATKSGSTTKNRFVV
Target sequence (Q04637 whole entry, looked up, the tested form may be a part): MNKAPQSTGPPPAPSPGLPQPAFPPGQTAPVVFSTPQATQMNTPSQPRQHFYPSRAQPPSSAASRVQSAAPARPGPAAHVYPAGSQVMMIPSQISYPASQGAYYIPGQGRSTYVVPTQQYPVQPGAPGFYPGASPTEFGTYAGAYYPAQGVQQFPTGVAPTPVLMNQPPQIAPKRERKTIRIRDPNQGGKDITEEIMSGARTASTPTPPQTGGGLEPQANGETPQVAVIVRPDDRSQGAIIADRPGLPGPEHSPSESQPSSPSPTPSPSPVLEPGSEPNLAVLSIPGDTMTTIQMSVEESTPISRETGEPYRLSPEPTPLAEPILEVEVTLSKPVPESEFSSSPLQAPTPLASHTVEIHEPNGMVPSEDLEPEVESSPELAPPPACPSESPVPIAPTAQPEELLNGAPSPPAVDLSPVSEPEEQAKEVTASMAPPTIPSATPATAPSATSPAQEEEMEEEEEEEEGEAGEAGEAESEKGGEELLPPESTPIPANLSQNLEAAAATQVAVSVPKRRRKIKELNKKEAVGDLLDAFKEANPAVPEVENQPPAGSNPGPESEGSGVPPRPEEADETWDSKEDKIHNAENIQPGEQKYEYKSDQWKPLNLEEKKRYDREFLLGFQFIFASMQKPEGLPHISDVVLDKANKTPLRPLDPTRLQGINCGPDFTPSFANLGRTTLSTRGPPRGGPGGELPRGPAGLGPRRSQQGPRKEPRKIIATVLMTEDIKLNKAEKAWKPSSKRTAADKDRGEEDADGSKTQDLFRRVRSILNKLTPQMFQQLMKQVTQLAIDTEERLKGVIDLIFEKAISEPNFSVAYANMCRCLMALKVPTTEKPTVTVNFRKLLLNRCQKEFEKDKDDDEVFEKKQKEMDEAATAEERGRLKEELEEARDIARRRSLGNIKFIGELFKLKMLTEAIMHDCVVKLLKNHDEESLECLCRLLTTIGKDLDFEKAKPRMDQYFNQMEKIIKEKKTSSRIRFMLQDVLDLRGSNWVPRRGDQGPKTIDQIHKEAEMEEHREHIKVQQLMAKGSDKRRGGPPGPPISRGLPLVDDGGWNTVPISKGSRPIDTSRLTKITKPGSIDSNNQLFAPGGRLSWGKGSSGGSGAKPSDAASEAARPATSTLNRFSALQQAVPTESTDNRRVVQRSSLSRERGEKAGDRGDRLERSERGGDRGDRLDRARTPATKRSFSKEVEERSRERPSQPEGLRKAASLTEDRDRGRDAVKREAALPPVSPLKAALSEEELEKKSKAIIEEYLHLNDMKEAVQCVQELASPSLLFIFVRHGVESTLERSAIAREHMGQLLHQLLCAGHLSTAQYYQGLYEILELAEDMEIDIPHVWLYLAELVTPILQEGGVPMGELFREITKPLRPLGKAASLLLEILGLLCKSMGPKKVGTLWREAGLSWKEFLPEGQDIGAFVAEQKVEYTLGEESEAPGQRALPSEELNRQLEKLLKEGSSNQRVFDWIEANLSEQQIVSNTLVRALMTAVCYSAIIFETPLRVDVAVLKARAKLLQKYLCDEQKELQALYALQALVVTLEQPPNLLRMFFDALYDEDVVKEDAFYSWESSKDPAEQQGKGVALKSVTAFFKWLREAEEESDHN
The depositor's hits bear a star; x = no result given; & = joins results of further samples; [ ] = remark or other dose. A portion of the library; rates above refer to the full screens.

SMILES	S1P4 agonist	NPY2 pot ag	S1P4 antagonist	NPY-Y1 PAM-ag	EP2 modulator	EP2 antag	NPY Y1 blocker	p97 inhibitor	eIF4E 4G PPI
CN(CC(=O)NC1CCCCCC1)S(=O)(=O)c1cnc[nH]1	1.1	-6	-4	0	-8	10	-5	2	0
COCCNCC(=O)Nc1ccc(C)c(S(=O)(=O)N2CCCCC2)c1	0.1	5	-7	-2	17	5	3	-2	-4
COC(=O)C(C)Sc1nc(NCc2ccccc2)nc(N(C)C)n1 (configuration not stated)	-2.6	-16	-18	-12	4	6	5	3	1
Cn1nnc2cc(C(=O)N3CCC(c4ccccc4)C3)ccc21 (configuration not stated)	-0.7	9	-10	9	-1	10	-1	-4	1[fluorescence artefact?]
COCCCn1c(=O)/c(=C\c2ccccc2OC(F)F)s/c1=C(/C#N)C(=O)NCCOC	1.1	-11	4	24	-8	6	x	10	-10
c1ccc2c(CN3CCCCC3)csc2c1	0.4	3	-4	-2	-22	5	2	1	18
Cc1ccccc1C(=O)NC(=S)Nc1sc2c(c1C#N)CCCC2	-0.1	-13	3	-4	-12	13	4	3	-6
CC(=O)Nc1ccc(/C(C)=N/NC(=O)CN(c2ccccc2Br)S(C)(=O)=O)cc1	0.3	5	-9	7	-17	6	-3	-3	0
Cc1cc(C)c2nc(-n3nc(C)cc3N)cc(C)c2c1	2.3	2	-25	-6	20	9	1	1	-4
Cc1cccc2c1N(C)C(=O)C2=O	1.1	-10	-4	-12	-24	4	1	3	10

2 entries from above, set out differently.
Structure | S1P4 agonist | NPY2 pot ag | S1P4 antagonist | NPY-Y1 PAM-ag | EP2 modulator | EP2 antag | NPY Y1 blocker | p97 inhibitor | eIF4E 4G PPI
Cc1cccc2c1N(C)C(=O)C2=O | 1.1 | -10 | -4 | -12 | -24 | 4 | 1 | 3 | 10
c1ccc2c(CN3CCCCC3)csc2c1 | 0.4 | 3 | -4 | -2 | -22 | 5 | 2 | 1 | 18

The list goes on:
SMILES	S1P4 agonist	NPY2 pot ag	S1P4 antagonist	NPY-Y1 PAM-ag	EP2 modulator	EP2 antag	NPY Y1 blocker	p97 inhibitor	eIF4E 4G PPI
Cc1cc(C)n(-c2ccc(C(=O)OCC(=O)NCc3ccc(F)cc3)cc2)n1	0.0	14	-8	-19	-15	9	2	1	2
CCc1nc(N2CCN(S(C)(=O)=O)CC2)c2c3c(sc2n1)CCCC3	1.4	-28	-6	-27	14	8	13	1	1
CCOC(=O)CSc1nnc(CNc2nc(-c3ccccc3)cs2)n1C	-2.4	2	5	14	23	16	-3	7	11
Cc1nn2c([nH]c(=O)c3ccccc32)c1C=O	-1.1	-5	-8	-21	1	9	0	1	0
COc1ccc(CCn2c(=O)c3cccnc3n(Cc3ccc([N+](=O)[O-])cc3)c2=O)cc1OC	1.1	1	2	-20	7	4	3	-3	-1
O=C1c2ccc3c4c(ccc(c24)C(=O)N1NC(=O)C(F)(F)F)CC3	0.2	-26	-7	-16	6	9	6	-2	-8[fluorescence artefact?]
COc1nc(-c2cnccn2)sc1C	2.6	7	4	-16	-7	3	-1	-2	-1
CC(C)(C)C(=O)CSc1nc2c(c(-c3cccs3)c1C#N)CCC2	-0.4	2	-51	-6	38	8	-1	0	8[fluorescence artefact?]
O=C(Cc1ccc(F)cc1)Oc1ccc(C(=S)N2CCCC2)cc1	3.0	7	-13	6	-29	8	3	0	-2
O=[N+]([O-])c1ccc(C2Oc3ccccc3C3CC(c4ccccc4)=NN32)s1 (configuration not stated)	1.0	-4	-8	10	-67	23	4	5	4[fluorescence artefact?]
CSc1nc(-c2ccc(Cl)cc2)c(C#N)c(=O)n1C	-0.5	5	-16	7	18&13	12&7	-2	4	-2
Cc1ccc(NC(=S)Nc2ccc(OC(F)F)c(Cl)c2)cc1Cl	0.6	-4	-9	-4	-69	2	-3	0	9
CC(=O)c1sc(N)c(C(=O)OC(C)C)c1C	-4.2	7	0	18	15	13	2	1	-3
N#CCCN(C(=O)COC(=O)c1ccc2c(=O)n3c(nc2c1)CCC3)c1ccccc1	-3.1	-16	1	-9	-6	5	5	0	10
Cc1ccc(S(=O)(=O)Nc2ccccc2CNC2CCCCC2)cc1	-2.0	-8	-9	-7	30	15	-1	-1	3
O=C(N/N=C/c1ccccc1[N+](=O)[O-])c1ccc(CN2CCOCC2)cc1	0.6	-1	-2	-15	-16	8	0	-1	-1[fluorescence artefact?]
Cc1ccc(C)c(NC(=S)NNC(=O)c2sccc2C)c1	-2.0	-15	1	3	-6	6	-6	2	3
O=S(=O)(c1ccc(F)cc1)N1CCN(C(=S)NCc2ccccc2)CC1	-0.9	1	-3	9	-56	1	-9	0	0
CC1=C(c2ccc(C)cc2)S(=O)(=O)N(CC(=O)O)C1=O	0.5	2	6	-3	32	7	1	-3	6
COc1ccc(C2CC(c3cccs3)=NN2S(C)(=O)=O)cc1OC (configuration not stated)	0.5	-3	0	9	0	2	5	4	-3

Single records, as listed above. Screens in order: S1P4 agonist | NPY2 pot ag | S1P4 antagonist | NPY-Y1 PAM-ag | EP2 modulator | EP2 antag | NPY Y1 blocker | p97 inhibitor | eIF4E 4G PPI
Cc1ccc(S(=O)(=O)Nc2ccccc2CNC2CCCCC2)cc1 is listed as -2.0 | -8 | -9 | -7 | 30 | 15 | -1 | -1 | 3
CC1=C(c2ccc(C)cc2)S(=O)(=O)N(CC(=O)O)C1=O is listed as 0.5 | 2 | 6 | -3 | 32 | 7 | 1 | -3 | 6

Continued:
SMILES	S1P4 agonist	NPY2 pot ag	S1P4 antagonist	NPY-Y1 PAM-ag	EP2 modulator	EP2 antag	NPY Y1 blocker	p97 inhibitor	eIF4E 4G PPI
CC(=O)Oc1ccc(N(C(C)=O)S(=O)(=O)c2cccs2)cc1	3.3	10	-9	3	16	7	0	4	3
CCOC(=O)c1sc(N=NC2=C(O)CC(C)(C)CC2=O)c(C(=O)OCC)c1C	-0.1	11	-1	11	-1	1	-5	3	-2
COc1ccc(CCNC(=O)COC(=O)CCC(=O)c2ccc(F)cc2)cc1OC	0.7	-3	-4	6	18	7	0	0	-3
S=c1[nH]nc(COc2ccccc2)n1/N=C/C=C/c1ccccc1	3.1	-13	-22	-18	-4	6	8	4	5
Cc1onc(-c2ccccc2)c1C(=O)NNC(=S)NC(=O)c1ccc(Cl)cc1Cl	1.5	-5	-36	-16	-12	9	9	2	-4
COc1ccc(S(=O)(=O)NNC(=O)c2cc3cc4ccccc4nc3s2)cc1	-0.2	-7	-13	-12	-72	10	1	-3	-1[fluorescence artefact?]
Cn1c(COc2ccc(Br)cc2)nnc1SC1CCc2ccccc2C1=O (configuration not stated)	0.8	-2	-7	17	-62	10	4	1	-2[fluorescence artefact?]
Cc1nn(Cc2ccccc2)c(Cl)c1/C=C/C(=O)OCC(=O)N(C)C1CCS(=O)(=O)C1 (configuration not stated)	0.8	-1	10	2	-8	9	4	2	1
Cc1cc(F)ccc1S(=O)(=O)Nc1ncnc2sccc12	0.5	7	-12	-5	13	4	-1	-1	3
CC(=O)c1c(C)nc2cc(Cl)ccc2c1N	-2.3	0	-4	-20	-31	x	2	3	7

Molecules shown so far that contain an aryl methoxy group:
SMILES	S1P4 agonist	NPY2 pot ag	S1P4 antagonist	NPY-Y1 PAM-ag	EP2 modulator	EP2 antag	NPY Y1 blocker	p97 inhibitor	eIF4E 4G PPI
COc1ccc(CCn2c(=O)c3cccnc3n(Cc3ccc([N+](=O)[O-])cc3)c2=O)cc1OC	1.1	1	2	-20	7	4	3	-3	-1
COc1nc(-c2cnccn2)sc1C	2.6	7	4	-16	-7	3	-1	-2	-1
COc1ccc(C2CC(c3cccs3)=NN2S(C)(=O)=O)cc1OC (configuration not stated)	0.5	-3	0	9	0	2	5	4	-3
COc1ccc(CCNC(=O)COC(=O)CCC(=O)c2ccc(F)cc2)cc1OC	0.7	-3	-4	6	18	7	0	0	-3
COc1ccc(S(=O)(=O)NNC(=O)c2cc3cc4ccccc4nc3s2)cc1	-0.2	-7	-13	-12	-72	10	1	-3	-1[fluorescence artefact?]

Next section
SMILES	S1P4 agonist	NPY2 pot ag	S1P4 antagonist	NPY-Y1 PAM-ag	EP2 modulator	EP2 antag	NPY Y1 blocker	p97 inhibitor	eIF4E 4G PPI
Cc1nnc(SCC(=O)NC23CC4CC(CC(C4)C2)C3)n(N)c1=O	1.3	19	11	3	36	7	2	3	-1
Fc1ccc(CSc2nncn2NCc2ccc3c(c2)OCO3)cc1	-3.4	-11	-12	1	-15	x	4	-8	5
COc1cc2c(cc1OC)-c1nc3ccccc3c(=O)n1C(C)(C)C2	1.6	3	-5	-22	31	5	15	7	-1[fluorescence artefact?]
C=CCN1N=C(/C=C/c2ccccc2)CCC1=O	1.3	-3	1	-6	15	19	4	3	3
Cc1ccc(-c2noc(CCC(N)=O)n2)cc1	-1.1	4	-1	1	22	3	-6	7	8
O=C(Nc1ccc(C2=NCCN2)cc1)c1ccc(C(=O)Nc2ccc(C3=NCCN3)cc2)c([N+](=O)[O-])c1	-0.9	13	0	18	-5	10	x	14	3
COc1cc2c(cc1OC)-c1cc(OCCN3CCOCC3)nc(=O)n1CC2	0.5	1	3	13	-2	13	6	5	-5
Cn1c(=O)c([N+](=O)[O-])c(N2CCN(Cc3ccc4c(c3)OCO4)CC2)c2ccccc21	0.3	-17	-46	-4	19	5	x	-11	-3
O=c1[nH][nH]c(=S)n1C1CCCCC1	-0.5	-15	-25	11	-41	8	x	-2	44*
Cc1cccc(Cn2c(SCCO)nc3c2c(=O)n(C)c(=O)n3C)c1	0.3	4	-11	1	25	17	7	-2	-8
COc1ccc(Nc2nc(N)nc(CSC(=S)N3CCN(c4ccccc4)CC3)n2)cc1	-2.7	11	-1	29	2	7	1	4	2
OCCN=C1CCCc2c1[nH]c1ccc(Cl)cc21	0.7	-34	19	16	-35	20	x	3	-3
CC1CCCN(Cc2c(O)ccc3c2O/C(=C\c2ccco2)C3=O)C1 (configuration not stated)	1.0	-14	-15	-39	-4	12	2	1	3
CCCCc1nc2ccccc2c(NC(=O)CN2CCCC2)c1CCC	-0.7	-5	-13	-4	26	5	2	-3	28
COc1ccc(NC(=O)N2CCCC2C(=O)Nc2ccccc2)cc1 (configuration not stated)	-0.9	0	-14	-11	23	8	1	-9	0
CCc1c(C#N)c(SCc2c(C)noc2C)nc2c1C(=O)CC(C)(C)C2	-2.4	-15	12	-38	34	6	16	1	-4
COc1ccc(/C=C2\SC(=S)N(CC(=O)NCCO)C2=O)cc1	0.8	7	1	13	-3	0	-2	-2	4
Cc1ccc(C(=O)CSc2nn3c(=O)c(C(C)(C)C)nnc3s2)cc1	0.5	-3	-11	9	51	20	-2	0	-4
CCCSC1=C(C#N)C2(CCCCC2)C(C#N)=C(N)N1	-0.6	32*	-4	53*	-46	14	-13	4	0
O=C(CSc1nnc(-c2ccccc2Cl)o1)Nc1ccccn1	2.0	-4	-3	-3	-46&-4	9&8	5	5	5
COc1ccc(NC(=O)COC(=O)c2c(F)cccc2Cl)cc1OC	0.7	7	-3	-5	-58	5	8	5	-1
Cn1nnnc1SCC(=O)C(C)(C)C	2.9	3	-7	20	5	3	3	0	-1

Screens as filed in PubChem BioAssay.
